# Source: PubChem BioAssay (several laboratories)
# NOD1 inhibition: NOD1 signaling inhibitors, primary screen, cell-based, luminescence, uHTS (AID 1578). NOD1-driven NF-kB luciferase reporter cells, luminescence; higher % means a stronger effect. one-dose inhibition, % at 4 µM; EC50 in µM for titrated hits. actives 1% (n = 290,000); in the data active means inhibition mostly above about 36%, no sharp cut-off; inactive means mostly below about 34%;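 further: HEK-293T reporter cells stimulated with the NOD1 agonist gamma-tri-DAP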
# HIV fusion peptide: inhibitors of HIV fusion peptide binding, primary screen, biochemical, uHTS, fluorescence dequenching (AID 1986). cell-free peptide binding, fluorescence dequenching, 30 min; higher % means a stronger effect. one-dose inhibition, % at 20 µM; IC50 in µM for titrated hits. actives 0.3% (n = 290,000); in the data active means inhibition mostly above about 52%, no sharp cut-off; inactive means mostly below about 76%; further: some results filed as inactive read as strong as hits
# GPR55 activation: GPR55 agonists via beta-arrestin recruitment, primary screen, imaging, U2OS cells, beta-arrestin-GFP redistribution (AID 1961); activation, % at 10 µM, or EC50 in µM where a hit was titrated; U2OS GPR55 beta-arrestin-GFP redistribution imaging; higher % means a stronger effect; actives 0.048% (n = 290,000); G-protein coupled receptor 55 (Homo sapiens);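 active means activation above 40% with more than 50 cells counted in the well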;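 further: U2OS osteosarcoma cells stably expressing GPR55 and beta-arrestin-GFP; plate controls were DMSO negative control for no effect and LPI positive control for full effect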
# MgcRacGAP inhibition: MgcRacGAP GTPase-activating activity inhibitors, confirmation, biochemical, ADP Hunter fluorescence; one-dose inhibition, % at 30 µM; IC50 in µM for titrated hits; MgcRacGAP-stimulated Rac1 GTP hydrolysis, ADP Hunter fluorescence; higher % means a stronger effect; GST-tagged Rac1 F28L mutant substrate; actives 0.6% (n = 340,000); Rac GTPase-activating protein 1 (Homo sapiens);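 active means first-screen hits whose inhibition reached a set limit at any dose in the follow-up dose series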;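 further: fluorescence reports GDP produced by GAP-driven GTP hydrolysis; strong numbers were not always called active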
# HEK293 NOD2/NF-kB: NOD2 signaling inhibitors, cell-based, luminescence, uHTS, HEK293 (AID 1566); HEK293 NOD2/NF-kB luciferase reporter, luminescence; higher % means a stronger effect; inhibition, % at 4 µM, or EC50 in µM where a hit was titrated; actives 0.63% (n = 290,000); further: many of its hits are not listed in these tables
# KOR beta-arrestin-1: KOR agonists, beta-arrestin recruitment, primary screen, cell-based, luminescence, uHTS (AID 1777); activation, % at 10 µM; hits with a dose series show EC50 in µM; actives 0.02% (n = 280,000); KOR beta-arrestin recruitment, luminescence; higher % means a stronger effect; in the data active means activation above about 50%, passing the limit was not always enough; further: a part of the inactive calls stands beside numbers as strong as those of hits
# GPR55 antagonists: GPR55 antagonists blocking LPI-driven arrestin recruitment, primary screen, imaging, U2OS, beta-arrestin-GFP, LPI agonist (AID 2013) | G-protein coupled receptor 55 (Homo sapiens) | U2OS GPR55 beta-arrestin-GFP translocation imaging, LPI antagonism; higher % means a stronger effect | inhibition, % at 10 µM; hits with a dose series show IC50 in µM | actives 0.13% (n = 290,000);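 active means spots per cell inhibited over 60%, with over 100 cells counted and total cytoplasm intensity under 500,000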;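 further: U2OS cells stably carrying GPR55 and arrestin-GFP stimulated by 5 µM LPI near EC80; imaged beta-arrestin-GFP aggregate spots per cell after agonist stimulation; plate controls were LPI-stimulated DMSO wells for no effect and DMSO wells without LPI for full effect; some results filed as inactive read as strong as hits; confirmed hits need IC50 under 10 µM and bright autofluorescent wells are also inconclusive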
# Large T inhibition: SV40 large T antigen inhibitors, biochemical (AID 1903) | SV40 large T antigen ATPase/helicase inhibition assay; higher % means a stronger effect | actives 0.39% (n = 310,000) | inhibition, % at 20 µM; hits with a dose series show IC50 in µM; in the data active means a potency from the dose series; further: strong numbers were not always called active
# KOR beta-arrestin-2: KOR antagonists, beta-arrestin recruitment, cell-based, luminescence, uHTS (AID 1778) | Kappa-type opioid receptor (Homo sapiens) | KOR beta-arrestin recruitment, luminescence, antagonist mode; higher % means a stronger effect | one-dose inhibition, % at 10 µM; IC50 in µM for titrated hits | actives 0.091% (n = 290,000); further: strong numbers were not always called active
# An asterisk follows results filed as active; nt = no result given; [ ] = another dose, or the depositor's remark. Unless noted, no stated cut-off is given here; in the data, active means inhibition above about 50%; inactive means the rest.
molecule	NOD1 inhibition	HIV fusion peptide	GPR55 activation	MgcRacGAP inhibition	HEK293 NOD2/NF-kB	KOR beta-arrestin-1	GPR55 antagonists	Large T inhibition	KOR beta-arrestin-2
COC(=O)c1ccc(S(=O)(=O)N2CCCCC2)o1	-10%	0.6%	-0.1%	7%	-11%	3.8%	9%	-1%	9%
CCn1c(=N)n(CC(=O)c2ccc(OC)c(OC)c2)c2ccccc21	-5%	-2.8%	0.3%	8%	-16%	-0.7%	8%	-2%	8%
CCOc1cccc(C(=O)NC2=NCCS2)c1	-16%	-0.8%	-0.1%	16%	-29%	-0.3%	12%	10%	-39%[20 µM]
O=C(COc1ccccc1[N+](=O)[O-])N(Cc1cccc(Br)c1)C1CCS(=O)(=O)C1 (stereo not drawn)	10%	-0.5%	-0.1%	-5%	16%	-0.9%	-34%	1%	-49%
COc1cccc(OCCNC(=O)c2cc(OC)c(OC)c(OC)c2)c1	-15%	-1.6%	0.0%	6%	8%	-2.4%	1%	19%	-20%
Cc1cccc(-n2ncc(Cl)c(Cl)c2=O)c1	11%	-2.3%	-0.3%	1%	29%	-3.0%	28%	12%	-52%[20 µM]
CCN(CC)C1CCN(C(=O)c2ccc(OC3CCN(CCc4ccccc4)CC3)cc2)C1 (stereo not drawn)	-21%	0.4%	-0.1%	-7%	-1%	-1.9%	16%	12%	22%
O=C(CNC(=O)c1ccc(Br)cc1)N=Nc1c(O)[nH]c2ccc([N+](=O)[O-])cc12	-23%	-2.1%	-0.2%	1%	-32%	-2.3%	8%	3%	4%
O=C(Nc1ccc2c(c1)OCCO2)c1ccc(Cl)c([N+](=O)[O-])c1	-28%	-1.8%	-0.2%	9%	-60%	-1.2%	5%	24%	3%
COc1ccc(NC(=O)CSCc2cc(=O)n3ccsc3n2)cc1	-4%	0.4%	-0.1%	12%	13%	-2.7%	-4%	14%	-29%
O=C(Nc1ccc2oc(-c3ccc4ccccc4c3)nc2c1)c1cccs1	-101%	-1.2%	0.3%	11%	-69%	-1.1%	3%	5%	-36%
CC(C)(C)C1CCC2(CC1)C(Nc1cccc(C(F)(F)F)c1)=NC(=S)N2CC#N (stereo not drawn)	-20%	2.5%	0.2%	6%	15%	-2.7%	21%	16%	9%
COc1ccc(Cl)cc1NC(=O)NNC(=O)c1ccccn1	-27%	-0.2%	0.2%	10%	21%	3.4%	9%	12%	16%
NCC(c1ccco1)c1c[nH]c2ccccc12 (stereo not drawn)	-22%	9.4%	-0.1%	0%	9%	-1.6%	4%	10%	-21%[20 µM]
CC1(C)Cc2c(sc3nc(SCC(=O)NCc4ccccc4)n(-c4ccccc4)c(=O)c23)CS1	-2%	0.0%	-0.1%	1%	14%	1.1%	0%	8%	3%
CC(=O)c1ccc(N2CCN(C(=O)c3ccc(OCc4c(C)noc4C)cc3)CC2)cc1	-41%	3.4%	0.2%	4%	-12%	-5.0%	-1%	-1%	-26%
COC(=O)c1c(C(=O)OC)c(-c2ccccc2)n2c1CS(=O)(=O)C2	-1%	-0.9%	-0.1%	14%	21%	-2.6%	-2%	1%	13%
CCN1CCC2(CC1)N=C(c1ccc(F)cc1)C(=S)N2C(=O)c1ccc(C(C)(C)C)cc1	-19%	2.4%	0.2%	9%	6%	24%	7%	7%	2%
CCc1nnc(NC(=O)c2ccc(-c3ccccc3F)o2)s1	-68%	1.9%	0.5%	8%	-57%	-1.3%	-2%	-1%	-18%
O=S(=O)(Nc1ncccn1)c1cc(Cl)ccc1Cl	-34%	1.6%	0.1%	-1%	-16%	-4.8%	-6%	8%	-52%[20 µM]
Nc1ccc(Br)cc1Br	0%	1.6%	0.0%	7%	14%	-1.9%	-2%	-1%	12%
O=C(NN=C1CCCCCC1)c1ccncc1	-34%	-1.0%	-0.1%	7%	-2%	2.6%	-14%	3%	-17%
CCCCc1nc(NCCN2CCOCC2)c(C#N)c2c1COC(C)(C)C2	4%	-0.5%	-0.2%	-4%	8%	3.7%	-4%	9%	-12%
COc1cc(NC(=S)N2CCN(C(=O)C3CCCO3)CC2)c(OC)cc1Cl (stereo not drawn)	0%	0.5%	0.4%	7%	6%	0.1%	-2%	0%	18%
CCOC(=O)c1cccc(NC(=O)Cn2c(CC(=O)N3CCCC3)nc3ccccc32)c1	-12%	-0.7%	0.3%	nt	1%	nt	21%	0%	nt
COc1ccc(NC(=O)c2oc3ccc(S(=O)(=O)N4CCOCC4)cc3c2C)cc1	9%	-3.4%	-0.3%	2%	23%	5.0%	5%	6%	-19%
COc1ccc2[nH]c3c4c(ccc3c2c1)C(=O)C=CC4=O	51%*	-3.4%	-0.3%	23%	37%	-0.5%	1%	3%	1%
CCN(CC)C1CCCCC1NS(=O)(=O)c1ccc(Cl)cc1 (stereo not drawn)	3%	-0.3%	-0.2%	4%	8%	-3.0%	-11%	1%	-20%
OCCN(Cc1ccccc1)CC1CCCCC1	-18%	0.7%	-0.2%	8%	-15%	0.0%	2%	11%	20%
CC(=O)c1c(-c2ccccc2)c2cc([N+](=O)[O-])ccc2[nH]c1=O	3%	-1.8%	0.0%	9%	41%	-1.4%	-4%	12%	-33%
O=C(N/N=C/c1ccc2c(c1)OCO2)C1CC1	-42%	0.3%	-0.1%	0%	-22%	6.1%	-10%	-9%	-24%
COC(C/C=C/C(=O)COCc1ccccc1)OC	-4%	1.6%	-0.1%	6%	-56%	-2.7%	11%	nt	10%
O=c1[nH]c2c(s1)C(c1cccnc1)C1C3CCC(C3)C1S2 (stereo not drawn)	-4%	1.2%	-0.1%	13%	-6%	2.3%	-2%	17%	0%
COc1ccc(Cl)cc1NC(=S)N1CCN(S(C)(=O)=O)CC1	-5%	-1.4%	-0.1%	5%	32%	4.0%	4%	0%	7%
O=C(c1cccnc1)N1CCN(S(=O)(=O)c2ccc(Cl)cc2)CC1	-22%	1.2%	0.2%	7%	5%	4.6%	-2%	6%	-5%
Cc1ccc(CNS(=O)(=O)NCc2ccc(Cl)cc2)cc1	-27%	0.8%	-0.1%	0%	-4%	-4.0%	9%	3%	5%
COc1ccc(C(N)=O)cc1N	-12%	0.7%	-0.4%	14%	1%	-1.9%	5%	16%	3%
Cc1nc(/C=C/c2ccccc2)cc(/C=C/c2ccccc2)n1	-75%	2.6%	0.1%	1%	-56%	-1.2%	2%	2%	-18%
CSc1nc(NC(C)=O)nc(C)c1Cl	-4%	-0.3%	0.0%	3%	10%	2.1%	8%	18%	1%
COCc1nc2ccccc2n1Cc1cccc(C)c1	-15%	-1.4%	0.1%	13%	-3%	4.1%	20%	10%	-16%
CCOCCCNC(=O)c1cc2c(=O)n(CC)c3ccccc3c2s1	-1%	-0.8%	-0.1%	5%	5%	-1.1%	0%	10%	10%
CCc1cc(=O)oc2cc(C)cc(OC(C)C(=O)NCc3ccccn3)c12 (stereo not drawn)	-37%	0.4%	-0.2%	11%	1%	-3.6%	2%	8%	-19%
CCN(CC)C(=O)COc1c(-c2ccco2)oc2ccccc2c1=O	-12%	2.0%	0.2%	9%	3%	7.0%	5%	9%	-13%[20 µM]
Cc1ccc2nc(NNC(=O)c3ccc(S(=O)(=O)N4CCc5ccccc5C4)cc3)sc2c1	-28%	5.3%	-0.2%	3%	-69%	2.1%	11%	10%	-27%
O=c1c(Cl)c(Cl)cnn1Cc1nnc(-c2ccc(Cl)cc2)o1	nt	3.7%	0.5%	9%	nt	-5.3%	-2%	15%	8%
Cc1cc(OCCCn2cnc3ccccc3c2=O)ccc1[N+](=O)[O-]	-11%	-3.0%	0.0%	-6%	19%	3.0%	1%	2%	-8%
Cc1ccc(C(=O)N/C(=C/c2ccco2)C(=O)N2CCCCCC2)cc1	-20%	-0.2%	-0.1%	7%	-4%	1.5%	4%	8%	-17%
Cc1cc(C)c(OCC(=O)Nc2ccccn2)c([N+](=O)[O-])c1	-49%	1.8%	-0.2%	12%	-2%	-0.3%	4%	4%	16%
CCCCc1cc(=O)oc2c3c(cc(OCC(=O)N4CCC[C@H]4C(=O)O)c12)OC(C)(C)CC3	-14%	0.3%	-0.1%	-6%	22%	-1.6%	-2%	9%	-7%[20 µM]
O=C(NC(=S)Nc1ccc(S(=O)(=O)Nc2ncccn2)cc1)c1cccc(Br)c1	-2%	6.9%	0.2%	13%	-2%	1.3%	0%	22%	3%[20 µM]

# New compounds follow:
molecule	NOD1 inhibition	HIV fusion peptide	GPR55 activation	MgcRacGAP inhibition	HEK293 NOD2/NF-kB	KOR beta-arrestin-1	GPR55 antagonists	Large T inhibition	KOR beta-arrestin-2
COc1cc(C(=O)NCc2ccc(-c3nc4ccccc4s3)cc2)cc(OC)c1OC	-45%	1.9%	-0.3%	3%	-72%	1.0%	6%	10%	3%
O=C(Nc1cc([N+](=O)[O-])ccc1N1CCOCC1)c1cccs1	-2%	0.1%	0.1%	1%	11%	2.5%	7%	29%	12%
CCCc1nc2ccccc2n1Cc1ccccc1OC	-16%	0.2%	-0.4%	4%	12%	-3.3%	9%	9%	8%
CCOc1ccc(NC(=S)Nc2cccc3ccccc23)cc1	-18%	1.5%	-0.1%	12%	-12%	17%	-5%	25%	-18%
O=C(COC(=O)c1ccc(O)cc1)Nc1ccc(Cl)cc1	32%	-2.6%	0.2%	nt	2%	2.3%	-5%	4%	-20%
CC(C)(/C=N/O)N(O)C=C1C=CC(=O)C=C1	0%	-1.2%	0.2%	18%	7%	2.8%	-5%	7%	-25%
Cc1cccc(NC(=O)CCNS(=O)(=O)c2cc(Br)cnc2N)c1C	0%	1.9%	-0.2%	4%	16%	-0.4%	13%	4%	-4%
CCC1CCCCN1C(=O)c1ccc([N+](=O)[O-])o1 (stereo not drawn)	-26%	-0.2%	0.0%	10%	-6%	-0.2%	0%	2%	-4%
Cc1cccc(CC(C)NC(=O)CCc2nnc(CCCCc3ccccc3)o2)n1 (stereo not drawn)	-15%	-0.7%	-0.1%	4%	11%	nt	-1%	6%	6%[20 µM]
Cc1cc(C=C2C(=O)c3ccccc3C2=O)c(C)n1-c1ccccc1	32%	9.1%	0.3%	4%	6%	-1.5%	-5%	3%	-2%
COc1cc(NC(=O)c2ccc3c(c2)OCO3)c2ncccc2c1	-40%	-1.2%	-0.2%	8%	-8%	-3.1%	7%	21%	-11%

# A portion of the library; rates above refer to the full screens.
